# TR SRC2 fluor cs: Total Fluorescence Counterscreen for Inhibitors of the Interaction of Thyroid Hormone Receptor and Steroid Receptor Coregulator 2 | TRb/SRC2 Texas Red total fluorescence interference | Potency, µM (top dose mostly 106 µM), without a hit: at the top dose fluorescence change, negative = quenching | 0.29% of 280,000 active | AID 1479, 2009; active = well fitted curve in either direction with a large enough effect; inconclusive = small, poorly fitted or top-dose-only effect
#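 Flags fluorescent or light-absorbing compounds by total fluorescence, S + 2P, at 555 nm excitation and 632 nm emission. Mixture: 20 nM Texas Red SRC2 peptide, 0.6 uM human TRb LBD, 1 uM T3, 5% DMSO; compound exposure 5 h at ambient temperature.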
# GAA inhib: qHTS Assay for Inhibitors of Human alpha-Glucosidase as a Potential Chaperone Treatment of Pompe Disease; Potency, µM (highest dose often 76.9 µM), for the others: top-dose activity change, negative = inhibition, usual class: inhibitors; 0.005% of 200,000 active; purified human GAA, 4-MU-alpha-glucoside fluorescence; AID 1466, 2008; Lysosomal alpha-glucosidase (Homo sapiens), P10253;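 also: plate controls were uninhibited enzyme wells for no effect and no-enzyme background for full effect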
#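 AC50 values come from Hill fits of compound titrations (up to 77 uM) against 4 nM human enzyme. Substrate 4-methylumbelliferyl-alpha-D-pyranoside at 400 uM, pH 5.0 citrate buffer, 20 min room temperature; fluorescence Ex 365/Em 440 after alkaline stop.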
# TRb-SRC2 inh: qHTS for Inhibitors of the Interaction of Thyroid Hormone Receptor and Steroid Receptor Coregulator 2. AID 1469, 2008. 0.065% of 280,000 active. Potency, µM (series often up to 106 µM), without a hit: top-dose activity change, negative = inhibition, actives largely listed as inhibitors. TRbeta-SRC2 peptide binding, fluorescence polarization; receptor liganded with 1 µM T3;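 also: plate controls were bound peptide for no effect and peptide without receptor for full effect; nearly all actives have a fitted effect of over 50% in size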
# Target sequence (P10828 whole entry, looked up): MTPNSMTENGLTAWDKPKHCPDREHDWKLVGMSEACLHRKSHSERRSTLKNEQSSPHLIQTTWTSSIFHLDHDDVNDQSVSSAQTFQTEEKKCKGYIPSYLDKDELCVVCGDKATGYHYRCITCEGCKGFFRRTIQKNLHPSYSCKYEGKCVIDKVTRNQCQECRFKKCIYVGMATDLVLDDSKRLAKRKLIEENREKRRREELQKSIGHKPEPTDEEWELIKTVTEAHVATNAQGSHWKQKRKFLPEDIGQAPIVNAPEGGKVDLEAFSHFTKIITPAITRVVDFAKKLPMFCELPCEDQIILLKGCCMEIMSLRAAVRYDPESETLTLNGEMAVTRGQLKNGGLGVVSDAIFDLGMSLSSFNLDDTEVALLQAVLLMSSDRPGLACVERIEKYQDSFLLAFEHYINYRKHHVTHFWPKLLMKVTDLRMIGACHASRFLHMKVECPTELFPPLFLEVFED
#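 A fluorescence polarization screen tested compounds at multiple concentrations against complex formation between 0.6 uM TRb ligand-binding domain and 20 nM Texas Red SRC2 peptide, with 1 uM T3 present; readout after 5 hr.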
# L3MBTL1 block: qHTS Assay for the Inhibitors of L3MBTL1; Lethal(3)malignant brain tumor-like protein 1 (Homo sapiens), Q9Y468; AlphaScreen L3MBTL1–H3K9me1 peptide binding; Potency, µM (top dose mostly 57.1 µM), inactives show at the top dose activity, negative = inhibition, most hits filed as inhibitors; 0.66% of 230,000 active; AID 485360, 2010; also: nearly all actives have a fitted effect of over 60% in size
#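 AlphaScreen assay: L3MBTL1 (50 nM final) was preincubated 30 min at room temperature with biotinylated H3(1-15)K9me1 peptide (75 nM final), then 30 min with library compounds; streptavidin donor and nickel chelate acceptor beads (10 ug/mL final) added, 30 min dark.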
# GAA glycogen: qHTS Assay for Inhibitors and Activators of Human alpha-Glucosidase Cleavage of Glycogen. Lysosomal alpha-glucosidase (Homo sapiens), P10253. recombinant GAA, glycogen substrate, Amplex Red glucose oxidase fluorescence. Potency, µM (top dose mostly 76.4 µM), inactives show at the top dose activity change, negative = inhibition, hits mostly inhibitors. 0.38% of 300,000 active;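 also: 0% = full enzyme reaction and -100% = no-enzyme basal signal; the screen sought inhibitors and activators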
#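 Recombinant human alpha-glucosidase (4 nM final) hydrolysed bovine liver glycogen (30 ug) for 40 min at 37 C in pH 5.0 citrate/phosphate with 0.01% Tween-20. Released glucose detected by glucose oxidase/Amplex Red, Ex 573/Em 610 nm. Compounds up to 77 uM; AC50 from Hill fits.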
# RECQ1 helicase: qHTS Assay for Inhibitors of RecQ-Like Dna Helicase 1 (RECQ1) | RECQ1 DNA unwinding, red fluorescence kinetic read | Potency, µM (highest dose often 57.3 µM), without a hit: at the highest dose activity, negative = inhibition, hits mostly inhibitors | 0.54% of 240,000 active | AID 2549, 2010;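 also: plate controls were vehicle for no effect and no enzyme for full effect; nearly all actives have a fitted effect of over 30% in size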
#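 50 nM RECQ1T1 preincubated 15 min with compound in Tris pH 8.0 buffer with MgCl2, DTT, Tween-20 and 2.5 ug/ml poly(dI-dC); started with 200 nM TAMRA/BHQ-2 forked duplex and 2 mM ATP. Unwinding read as fluorescence (525/598 nm), two reads 2 h apart.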
# aGlu spleen mod: qHTS Assay for Inhibitors and Activators of Human alpha-Glucosidase From Spleen Homogenate | Lysosomal alpha-glucosidase (Homo sapiens), P10253 | human spleen homogenate, 4-MU-alpha-glucoside fluorescence | Potency, µM (titrated, usually from 79.9 µM), without a hit: top-dose activity change, negative = inhibition, usual class: inhibitors | 0.006% of 240,000 active;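 also: 0% = enzyme with vehicle and -100% = no enzyme basal signal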
#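 AC50 values come from Hill-equation fits of concentration-response data, normalized to no-enzyme and full-activity controls. Enzyme source: 1 ug human spleen homogenate; 1 mM fluorogenic 4-MU glucoside, pH 5.0 citrate buffer, 37 C, 40 min.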
# RGS12 GoLoco inh: qHTS Assay for Inhibitors of RGS12 GoLoco Motif Activity (Red Fluorophore); Guanine nucleotide-binding protein G(i) subunit alpha-1 (Homo sapiens), P63096; Potency, µM (doses to about 61.6 µM), for the others: at the highest dose activity, negative = inhibition, usual class: inhibitors; 0.44% of 230,000 active; Gai1:RGS12 GoLoco peptide FP, rhodamine, 10 min; AID 880, 2007; active = well fitted inhibition curve with a large enough effect, not every such curve was filed as active; inactive = no such curve, though single readings can be large or run the other way; also: nearly all actives have a fitted effect of over 30% in size; many of its hits are not listed in these tables
# Target sequence (P63096 whole entry, looked up): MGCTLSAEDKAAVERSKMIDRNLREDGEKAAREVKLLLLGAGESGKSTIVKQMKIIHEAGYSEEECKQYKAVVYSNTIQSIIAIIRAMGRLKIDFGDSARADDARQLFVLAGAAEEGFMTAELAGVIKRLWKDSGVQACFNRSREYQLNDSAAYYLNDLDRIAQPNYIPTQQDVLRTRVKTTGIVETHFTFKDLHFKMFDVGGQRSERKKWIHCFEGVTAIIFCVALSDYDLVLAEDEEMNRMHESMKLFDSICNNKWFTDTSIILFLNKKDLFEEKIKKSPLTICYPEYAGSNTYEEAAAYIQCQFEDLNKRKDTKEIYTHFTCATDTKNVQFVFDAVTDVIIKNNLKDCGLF
# Numbers without * were called inactive; i = inactive; ? = inconclusive; . = not tested or not shown; [ ] = dose if it differs, or a comment. Unless noted, calls follow the shape of the dose curve; as a rule, active = well fitted curve in the direction sought with a large enough effect; inconclusive = small, poorly fitted or top-dose-only effect, or another doubt; inactive = no such curve, though single readings can be large; an effect the other way counts as inactive or inconclusive. Unless noted, % is scaled to controls: 0 for no effect and ±100 for the full control effect; potency is read from the fitted curve at half-maximal effect. The list is partial. The share of hits here may be higher or lower than overall.
SMILES,TR SRC2 fluor cs,GAA inhib,TRb-SRC2 inh,L3MBTL1 block,GAA glycogen,RECQ1 helicase,aGlu spleen mod,RGS12 GoLoco inh
O=C1CN(C(=O)c2ccc(Br)o2)C(c2ccccc2)c2cc(Br)ccc2N1 (stereo unspecified),1.1%,0.3%[15.4 µM],9.1%,?,-9.9%,0.1%,0.7%,-2.2%
CCOc1ccc(CC(=O)N/N=C/c2cccnc2)cc1,-1.3%,-26.1%,-5.9%,7.6%,0.1%,16.2%,3.9%,4.1%
O=C(OCC(=O)N1CCc2ccccc21)c1cccnc1Cl,-0.5%,-1.5%,-12.8%,5.5%,0.1%,-6.3%,-12.6%,-0.6%
Cc1ccc(NC(=O)c2ccc(CSc3nnc(-c4ccncc4)n3C)cc2)c(C)c1,-0.5%,12.2%,4.8%,-7.6%,8.8%,-1.0%,-3.8%,1.8%
Cc1onc(-c2ccccc2Cl)c1C(=O)Oc1cc(N)n(S(=O)(=O)c2ccc(F)cc2)n1,-2.9%,-8.3%,-2.1%,-5.1%,-3.4%,i,5.0%,.
CCOC(=O)c1c(NC(=S)Nc2cccc(C)c2)sc2c1CC(C)(C)SC2,-3.0%,3.1%,-2.0%,-17.5%,-7.3%,-0.7%,-6.1%,39.5%[activator]
Cc1cc(C)c2c(C)[nH]nc2n1,-2.1%,.,0.9%,0.5%,5.8%,7.2%,1.5%,8.4%
CC(=O)Nc1ccc(NC(=O)C2CCCCC2C(=O)O)cc1 (stereo unspecified),-4.9%,-6.8%,-0.3%,-3.7%,3.6%,i,-0.6%,2.9%
Cc1ccc(NC(=O)C2(NC(=O)c3cccc(N4C(=O)CSC4c4ccccc4)c3)CCCCC2)cc1 (stereo unspecified),-2.6%,-4.3%,-10.3%,6.6%,1.3%,3.6%,-11.7%,9.6%
CC(C)c1ccc(N(CC(=O)Nc2ccc(S(=O)(=O)N3CCOCC3)cc2)S(C)(=O)=O)cc1,-4.2%,?,-1.2%,.,-19.8%,-6.7%,-18.1%,4.0%
O=c1ccc(Cl)n[nH]1,-2.6%,.,-5.9%,.,6.0%,-2.2%,4.9%,7.2%
COc1cc(-c2nnn(CC#N)n2)ccc1OCc1ccccc1,-1.9%,-6.1%,-7.0%,3.4%,-0.8%,-14.6%,1.6%,-2.6%
Cc1ccc(C(=O)N/N=C2/NC(=O)CC(C(=O)Nc3ccccc3)S2)cc1 (stereo unspecified),3.6%,-0.6%,2.4%,12.4%,10.0%,-5.5%,-8.4%,-7.6%
O=C(Nc1nc2nccc(-c3ccccc3)n2n1)C(Cl)(Cl)Cl,-1.2%,-2.2%,-2.5%,7.2%,5.3%,-1.1%,-4.8%,-8.8%
COC(=O)[C@H]1C[C@@H]1[C@H](NS(=O)(=O)c1ccc(-c2ccccc2)cc1)c1ccccc1,-5.7%,.,-2.5%,.,.,-15.3%,3.5%,-1.1%
Cc1ccc(CNS(=O)(=O)c2cccc3nsnc23)cc1,-0.5%,-4.8%,1.2%,.,4.4%,-2.9%,5.7%,2.7%
O=C(CCC(=O)c1cccs1)OCc1nnc(-c2ccccc2)o1,-6.9%,-3.1%,-3.4%,.,2.2%,-4.3%,-6.5%,2.0%
C/C(CCc1ccc2c(c1)OCO2)=N\NC(=O)c1ccccc1Cl,0.5%,-2.3%,3.8%,-2.0%,4.5%,?,-7.9%,9.7%
Fc1ccccc1OCCCCCCN1CCCC1,2.1%,6.0%,2.0%,-12.5%,5.5%,-8.2%,-11.1%,-9.9%
CCn1c(CSc2nnc(C)n2-c2ccccc2)nc2cc(S(=O)(=O)N(C)C)ccc21,0.8%,-3.3%,-15.5%,-1.4%,-6.0%,i,1.7%,1.5%
COc1cccc(C2Nc3cccc4cccc(c34)N2)c1,-6.9%,.,-3.7%,.,?,i,-9.0%,-0.8%
O=C(Nc1cccc(-c2csc(Nc3ccc(Cl)cc3)n2)c1)c1cccc(C(F)(F)F)c1,-2.5%,.,-2.1%,.,-19.1%,i,1.8%,0.5%
COc1ccccc1NC(=S)N(Cc1ccccc1)Cc1cccs1,-11.9%,1.5%,-4.3%,.,18.0%,-17.2%,1.5%,-17.0%
NC(=O)[C@@H]1CCCCNc2c(F)cc([N+](=O)[O-])cc2C(=O)N[C@@H](CC(=O)O)C(=O)N[C@@H](CCC(=O)O)C(=O)N1,-3.2%,3.3%,-7.6%,-15.2%,-4.3%,-3.5%,-8.0%,2.2%
COc1ccc(/C=C/C(=O)OCC(=O)Nc2cc(C(F)(F)F)ccc2Cl)cc1,1.5%,4.0%,-4.0%,9.6%,11.8%,-4.9%,8.9%,9.7%
CCN(CC)S(=O)(=O)c1cc(C(=O)N2CCc3ccccc32)ccc1Cl,-0.8%,0.0%,10.3%,.,-5.4%,-5.8%,-6.8%,-1.4%
COc1ccc(/C=C/C(=O)OCC(=O)Nc2cc(S(=O)(=O)N(C)C)ccc2Cl)cc1,-1.0%,?,7.6%,-1.9%,-5.3%,-6.9%,2.5%,7.3%
CCO/N=C/C(=O)Nc1ccc(F)cc1F,1.3%,.,5.1%,12.7%,-2.9%,i,2.2%,1.3%
C=CCCCCCCCC(=O)OC,-0.7%,.,-1.0%,4.7%,11.6%,-8.6%,5.5%,-0.8%
COc1ccccc1C(=O)NCC(=O)N/N=C/c1ccncc1,-1.7%,13.3%,1.7%,-7.5%,21.8%,i,-1.7%,19.6%
COc1cccc(OC)c1CN1CCCC(C(=O)c2ccccc2SC)C1 (stereo unspecified),-1.2%[53 µM],-0.4%,-2.1%[53 µM],?,8.0%,i,9.5%,3.0%
CCOc1cc(/C=C2/SC(=Nc3ccccc3)N(Cc3cccnc3)C2=O)ccc1OCC#N,-4.7%,3.7%,-0.9%,-0.4%,-7.1%,-2.3%,0.5%,8.4%
COCc1cc(=O)[nH]c(/N=C(\N)Nc2ccc(C)cc2)n1,-2.1%,-6.0%,0.1%,5.6%,4.5%,2.2%,-3.3%,-2.6%
COc1ccccc1Oc1c(C)oc2c(CN(C)C)c(O)ccc2c1=O,-3.0%,?,-8.2%,?,6.7%,-3.8%,11.9%,9.2%
Cc1ccc(N(C(C)C(=O)Nc2ccc(S(=O)(=O)N3CCOCC3)cc2)S(C)(=O)=O)cc1C (stereo unspecified),-5.6%,-20.6%,1.6%,1.5%,-0.9%,i,-6.6%,1.8%
O=C(O)c1ccc(-c2nnn(Cc3ccccc3F)n2)cc1,-0.3%,.,9.1%,2.6%,6.4%,-1.0%,-1.0%,12.5%
O=c1ncn(-c2ccccc2C(F)(F)F)c2ncccc12,-0.3%,3.9%,4.5%,3.9%,6.8%,-3.2%,2.7%,5.5%
O=c1[nH]c(SCc2cccc([N+](=O)[O-])c2)nc2[nH]ncc12,-2.6%,-1.7%,-8.2%,6.4%,0.5%,i,0.9%,7.7%
CC(COC(=O)c1ccccc1)(COC(=O)c1ccccc1)/[N+]([O-])=C/c1ccccc1,0.7%,-8.6%,0.3%,-10.4%,-10.1%,-2.0%,3.0%,8.7%
COc1ccnc(N=CNOCc2ccc(Cl)cc2)c1C#N,-0.4%,.,2.3%,.,1.6%,-3.0%,-10.0%,4.9%

# Three entries from above in a different format.
SMILES: O=c1[nH]c(SCc2cccc([N+](=O)[O-])c2)nc2[nH]ncc12
  TR SRC2 fluor cs: -2.6% | GAA inhib: -1.7% | TRb-SRC2 inh: -8.2% | L3MBTL1 block: 6.4% | GAA glycogen: 0.5% | RECQ1 helicase: i | aGlu spleen mod: 0.9% | RGS12 GoLoco inh: 7.7%
SMILES: O=c1ncn(-c2ccccc2C(F)(F)F)c2ncccc12
  TR SRC2 fluor cs: -0.3% | GAA inhib: 3.9% | TRb-SRC2 inh: 4.5% | L3MBTL1 block: 3.9% | GAA glycogen: 6.8% | RECQ1 helicase: -3.2% | aGlu spleen mod: 2.7% | RGS12 GoLoco inh: 5.5%
SMILES: CCOc1cc(/C=C2/SC(=Nc3ccccc3)N(Cc3cccnc3)C2=O)ccc1OCC#N
  TR SRC2 fluor cs: -4.7% | GAA inhib: 3.7% | TRb-SRC2 inh: -0.9% | L3MBTL1 block: -0.4% | GAA glycogen: -7.1% | RECQ1 helicase: -2.3% | aGlu spleen mod: 0.5% | RGS12 GoLoco inh: 8.4%

# (next part)
SMILES,TR SRC2 fluor cs,GAA inhib,TRb-SRC2 inh,L3MBTL1 block,GAA glycogen,RECQ1 helicase,aGlu spleen mod,RGS12 GoLoco inh
COc1ccc(NC(=O)c2oc3ccccc3c2NC(=O)C(C)(C)C)cc1,-1.6%,-11.4%,2.2%,8.8%,-16.5%,-24.6%,-0.5%,-1.6%
Cc1ccccc1-n1nc(C(=O)O)cc1-c1ccccc1,-7.0%,-2.3%,1.2%,.,3.6%,-10.8%,-1.7%,-1.4%
Cc1cc(OCC(C)C)ccc1/C(O)=C1/C(=O)C(=O)N(Cc2cccnc2)C1c1ccncc1 (stereo unspecified),0.2%,0.0%,1.3%,34.9%[activator],-0.6%,1.7%,-8.1%,-8.8%
CCc1ccc(/C=C/C(=O)c2c(C)cc(C)[nH]c2=O)cc1,0.1%,2.4%,-0.2%,2.0%,1.3%,i,-2.1%,0.4%
O=C1/C(=C/N(C(=O)c2ccco2)c2ccc(Br)cc2)Sc2ccccc21,-0.7%,0.5%,7.9%,-9.2%,4.3%,-9.1%,-6.0%,91.3%[activator]

# Screening data as filed in PubChem.
